ARFGAP1 inhibitor – inhibitors of rat ARFGAP1; Q62848; Arfgap1-stimulated ARF1 GTP hydrolysis, GDP FP detection; inhibition, % at 16.5 µM; actives 0.26% (n = 360,000);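 active means inhibition above a per-plate limit, mean inhibition of low control wells plus 3 SD, cut at about 25% in these data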;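 further: 0% = DMSO wells with enzyme and 100% = wells lacking Arfgap1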
Target sequence (Q62848 1-136 limits assumed): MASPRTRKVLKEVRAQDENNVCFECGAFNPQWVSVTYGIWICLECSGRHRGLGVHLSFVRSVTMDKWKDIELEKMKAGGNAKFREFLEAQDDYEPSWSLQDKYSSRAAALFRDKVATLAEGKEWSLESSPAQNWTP
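System: truncated rat Arfgap1 GAP domain / Medium: HEPES-based buffer, pH 7.5 / Also added: N-terminally truncated human ARF1-GTP substrate / Incubation: enzyme reaction 120 min at 25 °C after 20 min preincubation / Measured by: FP of antibody-bound GDP Alexa 633 tracer, ex 620/em 688 nm / Replicates: singlicate, each compound tested once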
ADAM10 inh – ADAM10 inhibition, QFRET primary screen | O14672 | actives 0.62% (n = 370,000) | inhibition, % at 7 µM | recombinant ADAM10, EDANS/DABCYL FRET peptide cleavage, 3 h | AID 720582;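 active means inhibition above a per-campaign cutoff equal to the mean of compounds falling between control-based bounds plus 3 SD, cut at about 20% in these data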;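 further: 0% = DMSO wells while the 100% control is not disclosed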
PLC-gamma1 inh – PLC-gamma1 (human) inhibition, primary screen; P19174; purified PLC-gamma1, fluorogenic substrate, fluorescence; inhibition, % at 12.2 µM; actives 0.84% (n = 370,000); AID 720700; in the data active means inhibition above about 9.5%
PLC-beta3 inh – PLC-beta3 (human) inhibition, primary screen | Purified PLC-beta3, fluorogenic substrate, fluorescence | inhibition, % at 12.2 µM | actives 0.18% (n = 370,000); in the data active means inhibition above about 11%;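 further: 0% = median of compound wells on plate and 100% = full blocker control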
TDP2 inh – blocks human TDP2 phosphodiesterase activity. O95551. recombinant TDP2, T5PNP hydrolysis, p-nitrophenol absorbance 415 nm. inhibition, % at 12.8 µM. actives 0.34% (n = 370,000). AID 720702;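 active means inhibition above the mean of all tested compounds plus 3 SD, set per campaign, cut at about 25% in these data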;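 further: 0% = DMSO with enzyme and 100% = buffer with substrate but no TDP2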
Target sequence (O95551 whole entry, looked up): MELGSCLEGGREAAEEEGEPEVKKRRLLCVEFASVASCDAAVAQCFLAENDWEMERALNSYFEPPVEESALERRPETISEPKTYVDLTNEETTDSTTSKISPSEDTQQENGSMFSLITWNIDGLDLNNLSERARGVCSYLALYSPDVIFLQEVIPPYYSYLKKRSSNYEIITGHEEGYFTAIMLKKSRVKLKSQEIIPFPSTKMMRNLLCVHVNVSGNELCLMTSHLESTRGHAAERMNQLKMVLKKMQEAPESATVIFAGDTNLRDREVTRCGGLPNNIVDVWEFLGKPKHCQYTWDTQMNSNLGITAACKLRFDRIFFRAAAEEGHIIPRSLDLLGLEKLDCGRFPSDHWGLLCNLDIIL
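Assay system: recombinant human TDP2 / Reagent: T5PNP substrate at 5 mM, a TopII-DNA adduct mimic / Measured by: epi absorbance from released p-nitrophenol / Evaluation: % inhibition relative to enzyme-containing and enzyme-free wells / Control set: enzyme-free and DMSO wells / Replicates: each compound tested once, singlicate / Schedule: enzyme reaction with compound for 2 h at 37 °C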
ADAM17 inh – inhibits human ADAM17. P78536. recombinant ADAM17, EDANS/DABCYL FRET peptide cleavage. inhibition, % at 6.95 µM. actives 0.83% (n = 370,000);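 active means inhibition above the mean of compounds lying between control limits plus 3 SD, set per campaign, cut at about 8.5% in these data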;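 further: 0% = DMSO-only wells as the low control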
SIAE primary – blocks human sialic acid acetylesterase; actives 0.69% (n = 370,000); SIAE FP-Rh probe binding, fluorescence polarization; Q9HAT2; inhibition, % at 9.66 µM;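 active means inhibition above a cutoff: mean of compounds within the control limits plus 3 SD of those, cut at about 17% in these data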;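 further: 0% = plate median of compound wells and 100% = probe without SIAE protein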
Tn7 DDE FP – DD(E)-Tn7 binding inhibition, primary FP screen. P02675. inhibition, % at 8.3 µM. AID 720508. FP displacement of FITC-Tn7 peptide from fibrin DD(E); 0% = median of compound wells per plate. actives 0.13% (n = 370,000);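 active means inhibition above the mean of compounds falling within the control limits plus 3 SD of them, cut at about 14% in these data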;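 further: 0% = plate median of compound wells and 100% = 10 µM Aha-Tn7 peptide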
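Test system – human fibrin DD(E) · Times – 10 min preincubation, 3 h with tracer, room temperature · Detection – fluorescence polarization of the labelled Tn7 tracer · Measure – percent inhibition normalized to high-control wells · Benchmarks – high control wells with 10 µM unlabelled Aha-Tn7 peptide (full inhibition) · Repeats – singlicate testing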
ASAP1 inh – ASAP1 ArfGAP inhibition; Q9ULH1; actives 0.19% (n = 360,000); ASAP1-stimulated ARF1 GTP hydrolysis, GDP FP detection; AID 624377; inhibition, % at 16.5 µM; in the data active means inhibition above about 25%;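 further: 0% = vehicle with enzyme and substrate and 100% = no enzyme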
Target sequence (Q9ULH1 325-724 limits assumed): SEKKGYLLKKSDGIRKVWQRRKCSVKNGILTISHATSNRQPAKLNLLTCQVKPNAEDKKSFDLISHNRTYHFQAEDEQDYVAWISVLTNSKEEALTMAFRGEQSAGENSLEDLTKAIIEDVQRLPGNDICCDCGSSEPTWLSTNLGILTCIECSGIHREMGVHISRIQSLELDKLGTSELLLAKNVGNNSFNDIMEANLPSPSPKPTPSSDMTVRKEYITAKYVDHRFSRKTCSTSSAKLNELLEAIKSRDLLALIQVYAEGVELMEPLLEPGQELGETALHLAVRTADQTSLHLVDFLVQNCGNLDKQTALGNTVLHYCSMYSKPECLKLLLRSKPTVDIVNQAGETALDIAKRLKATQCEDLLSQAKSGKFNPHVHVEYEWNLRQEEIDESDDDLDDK
DDE Tn6 FP inh – inhibitors of Tn6 peptide binding to human fibrin DD(E); AID 720509; Fibrin DD(E) TRITC-Tn6 fluorescence polarization displacement; inhibition, % at 8.3 µM; P02675; actives 0.21% (n = 370,000);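 active means inhibition above a per-campaign cutoff: mean of compounds within control limits plus 3 SD, cut at about 15% in these data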;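 further: 0% = median of all compound wells on the plate and 100% = blocking peptide control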
The depositor's hits bear a star; i = inactive. The list is partial, so the mix of outcomes need not match the whole.

Compound	ARFGAP1 inhibitor	ADAM10 inh	PLC-gamma1 inh	PLC-beta3 inh	TDP2 inh	ADAM17 inh	SIAE primary	Tn7 DDE FP	ASAP1 inh	DDE Tn6 FP inh
Clc1ccc(CNC2CN3CCC2CC3)cc1 (stereo not drawn)	11	-2	1	4	5	-2	2	-2	3	2
CN(C)CC#CCOCCOCCC#N	-3	-13	5	1	-8	-2	1	7	-3	-1
COc1c(C)cc(C(=O)C2CCCN(Cc3cccc(C)n3)C2)cc1C (stereo not drawn)	7	4	0	4	-5	0	-3	6	8	-1
CCCCn1c(O)c(C(C)=Nc2cccc(C(=O)O)c2)c(=O)[nH]c1=O	-4	-35	-10	-19	8	-8	3	-4	2	3
COC(=O)C1=C(c2c(C)noc2C)C[C@@H]2CC[C@H]1N2C(=O)NCCCOC(C)C	-1	6	5	8	-8	3	31*	-6	-1	-2
Cc1cc(OCC(=O)NC2CCS(=O)(=O)C2)c2c3c(c(=O)oc2c1)CCC3 (stereo not drawn)	-4	-146	-38	-53	1	-39	-4	-6	10	-1
COc1ccccc1-n1c(O)c(/C=N/N2CCCCC2)c(=O)n(-c2ccccc2OC)c1=S	4	-1	-1	-8	5	1	14	-9	4	-8
C[C@H](CO)N1C[C@H](C)[C@@H](CN(C)C(=O)Oc2ccc3ccccc3c2)OCc2cnnn2CCCC1=O	7	-2	4	4	-4	-4	5	-10	0	0
O=C1CSC2N1CCNC21CCCCC1 (stereo not drawn)	14	2	5	0	5	-2	5	5	-4	11
Cc1noc(C)c1CSCC(=O)Nc1ccc(C#N)c(Cl)c1	-1	0	1	-4	2	-5	-1	-4	-10	-2
CN(C)c1ccc(NC(=O)CN2C(=O)CN=C(c3ccccc3)c3cc(Cl)ccc32)cc1	-3	10	3	4	-1	4	8	3	0	-5
CC(C)CN1Cc2ccccc2-n2nncc2C1	0	-6	2	-2	2	-3	-4	6	2	7
COC(=O)C1=C(c2cccc(C#N)c2)C[C@@H]2CC[C@H]1N2C(=O)NCCO	-5	-8	2	2	1	-1	-3	9	3	3
COc1nc2ccccc2nc1N1CCN(C)CC1	-9	-13	-10	-14	-9	-6	5	-11	1	4
c1ccc2c(CCNCc3ccc4c(c3)OCO4)c[nH]c2c1	2	3	3	-2	12	0	4	1	1	3
CC1C(C)N1CC(O)Cn1ccnc1[N+](=O)[O-] (stereo not drawn)	10	0	3	-1	16	-4	6	2	0	2
COc1cccc(C(=O)C2CCCN(Cc3cccc4c3OCO4)C2)c1 (stereo not drawn)	-2	-8	-2	1	3	-1	-8	-8	18	-2
CN(Cc1cccc(-c2cccnc2)c1)C(=O)Oc1ccc([N+](=O)[O-])cc1	3	9	4	1	0	2	7	-1	-1	-8
COc1ccc(C(c2nnnn2-c2c(C)cccc2C)N2CCC(n3c(=O)[nH]c4ccccc43)CC2)cc1 (stereo not drawn)	-7	23*	4	-2	-3	9.7*	-13	4	-10	-2
COC(=O)C1=C(c2ccc(OC)c(OC)c2)C[C@@H]2CC[C@H]1N2C(=O)N1CCOCC1	7	0	2	5	-1	1	6	0	13	1
O=C(c1ccc(CNS(=O)(=O)c2ccc(Br)cc2)cc1)N1CCC2(CC1)OCCO2	8	-2	6	2	-16	5	4	-1	0	2
C=C1C(C)C2C(Cc3ccccc3)NC(=O)C23OC(=O)/C=C/C(O)CCCC(C)C/C=C/C3C1O (stereo not drawn)	-5	-10	-1	4	-2	0	5	8	-6	-1
O=C1/C(=C/c2ccncc2)N2CCC1CC2	1	10	2	-9	-4	0	-3	-5	-10	-2
CCOP1(=S)Oc2cc3c(cc2C(C(=O)OC)(C(F)(F)F)O1)OCO3 (stereo not drawn)	-9	0	-3	-1	8	-5	2	4	-1	12
O=C(COc1ccc(Br)cc1)N1CCN(Cc2ccc3c(c2)OCO3)CC1	1	6	-2	-8	-1	1	9	3	-4	2
Cc1cc(C=C2C(=O)NC(=O)NC2=O)c(C)n1-c1ccncc1	11	0	-2	-5	22	-1	18*	-2	1	4
CC1=NN(c2ccccc2)C(=O)/C1=C/c1c(O)[nH]c(=O)[nH]c1=O	-7	-6	0	1	16	-1	0	7	-13	-6
O=c1[nH]c(O)c(N=Nc2cc(C(F)(F)F)ccc2Cl)c(=O)[nH]1	-2	-1	-3	-1	-7	0	-13	1	2	6
O=C1c2ccccc2C(=O)N1Cc1nc2ccccc2c(=O)n1-c1cccnc1	-10	1	-1	0	-2	-4	2	6	-15	4
Cc1ccc(OCC(=O)N2CCN(C)CC2)c(Br)c1	-5	-5	0	-4	4	-4	0	2	2	-3

Filtered by structure, the compounds so far with a CF3 group
Compound	ARFGAP1 inhibitor	ADAM10 inh	PLC-gamma1 inh	PLC-beta3 inh	TDP2 inh	ADAM17 inh	SIAE primary	Tn7 DDE FP	ASAP1 inh	DDE Tn6 FP inh
CCOP1(=S)Oc2cc3c(cc2C(C(=O)OC)(C(F)(F)F)O1)OCO3 (stereo not drawn)	-9	0	-3	-1	8	-5	2	4	-1	12
O=c1[nH]c(O)c(N=Nc2cc(C(F)(F)F)ccc2Cl)c(=O)[nH]1	-2	-1	-3	-1	-7	0	-13	1	2	6

Returning to the listing; the 2 compounds before the break are reprinted first.
Compound	ARFGAP1 inhibitor	ADAM10 inh	PLC-gamma1 inh	PLC-beta3 inh	TDP2 inh	ADAM17 inh	SIAE primary	Tn7 DDE FP	ASAP1 inh	DDE Tn6 FP inh
O=C1c2ccccc2C(=O)N1Cc1nc2ccccc2c(=O)n1-c1cccnc1	-10	1	-1	0	-2	-4	2	6	-15	4
Cc1ccc(OCC(=O)N2CCN(C)CC2)c(Br)c1	-5	-5	0	-4	4	-4	0	2	2	-3
Cc1ccc(-n2c(O)c(C=NCCC3=CCCCC3)c(=O)[nH]c2=O)cc1	3	11	2	1	-12	2	-4	-4	-2	-6
COC(=O)C1=C(c2cccc(OCc3ccccc3)c2)C[C@@H]2CC[C@H]1N2C(=O)NCCCc1ccccc1	-8	16	0	-3	-5	7	-11	-2	-3	-8
CCC(C(=O)N1CCC2(CC1)OCCO2)n1c2ccccc2c2nc(=O)cc(C)n21 (stereo not drawn)	6	-17	-8	-18	-2	-1	1	-6	16	5
CCCNS(=O)(=O)c1ccc(OCC(=O)N2CCN(C)CC2)cc1	7	6	4	3	9	1	-5	5	-13	0
COc1ccc(NC(=O)c2cn(CCC#N)nc2-c2ccccc2)cc1	0	-4	2	4	13	-1	4	-1	-2	2
COc1ccccc1CNCCc1cccc(Cl)c1	-10	-14	3	-3	2	-4	-3	4	1	-1
CC1CN(CCc2ccccc2)CC(C)O1 (stereo not drawn)	12	-1	3	2	11	-2	7	1	10	2
CCC(c1nnnn1-c1ccc(OC)cc1)N1CCC2(CC1)C(=O)NCN2c1ccccc1 (stereo not drawn)	1	-4	-3	-1	1	-1	4	9	4	6
Nc1c2c(nc3sc4c(c13)CCCC4)CCCCC2	0	-12	-2	-1	-4	-7	0	-6	-5	-1
CCCN1CCC(NC2CCC(O)CC2)CC1 (stereo not drawn)	0	-9	0	-7	6	-2	11	-5	-5	3
COc1ccccc1CCNCc1ccc(OC)c(OC)c1OC	3	5	2	1	14	0	4	-1	-1	-1
COc1cccc(C2(O)CCSCC2CN(C)C)c1 (stereo not drawn)	-13	-6	-1	1	7	-3	-9	-1	-4	-4
N#CCCn1cc(C(=O)Nc2ccc([N+](=O)[O-])cc2)c(-c2ccccc2)n1	1	0	5	-3	5	0	-11	0	-14	-1
CCCC(=O)Nc1ccc(N2CCN(CC)CC2)c(Cl)c1	5	-12	0	0	-6	-3	-7	2	4	1
c1ccc(Cn2ccnc2)cc1	-14	0	0	1	5	-2	-4	-7	2	6
COc1cc(C(O)CN)ccc1O (stereo not drawn)	-2	-7	0	1	5	-2	10	4	-3	4
CCOC(=O)c1c(-c2ccc(OC)cc2)oc2ccc(OC(=O)N(C)C)cc12	10	i	-269	-303	2	-213	-2	0	13	-4
COc1cccc(CN2CCCCC2c2cccnc2)c1 (stereo not drawn)	25*	4	-2	-2	7	-6	2	5	-11	0
O=P(Nc1ccccc1)(Oc1ccccc1)Oc1ccccc1	8	-5	0	-7	-14	1	2	-1	4	6
O=C(O)c1nn(Cc2ccc(Cl)cc2Cl)c2ccccc12	1	-7	1	-13	10	-2	0	3	-10	-8
Cc1ccc(NC(=O)c2cn(CCC#N)nc2-c2ccc3c(c2)OCCO3)c([N+](=O)[O-])c1	-6	1	1	1	8	0	3	2	-1	6
CN1CCc2cccc(Cl)c2CC1	5	-9	2	2	5	-7	-3	4	1	-7
Cc1ccc(S(=O)(=O)N2Cc3cc(-c4ccccc4)ccc3-n3nncc3C2)cc1	6	-5	-1	1	9	-5	-3	1	8	-6
Cc1cccc(NC(=S)N2CC3CC(C2)c2cccc(=O)n2C3)c1C (stereo not drawn)	1	7	-2	3	0	0	4	4	-11	-8
C=CCN1CC[C@]23c4c5ccc(O)c4OC2C(=O)CC[C@@]3(O)[C@H]1C5 (stereo partly drawn)	2	-5	2	-1	2	-1	0	-8	-3	10
COC(=O)C1=C(c2cccc(C#N)c2)C[C@@H]2CC[C@H]1N2C(=O)NCCOc1ccccc1Cl	4	3	1	2	2	1	-4	0	0	1
O=c1[nH]c(=O)n(Cc2ccco2)c(O)c1C=NCc1ccc2c(c1)OCO2	3	-51	9.7*	5	-20	9.3*	-1	0	6	-6
CC(=O)N1CCN(c2ccc([N+](=O)[O-])cc2C=C2C(=O)NC(=O)NC2=O)CC1	-1	4	-1	0	-8	1	8	8	-4	4
C=CCc1cc(OC)c2c(c1)OCO2	-9	-5	1	5	0	0	-1	-1	-3	-6
CCOc1ccc(C(=O)OC2CC3CCC(C2)N3C)cc1 (stereo not drawn)	-8	10	2	0	0	-2	8	3	-13	-7
O=C(Nc1ccc2c(c1)OCO2)c1cn(Cc2ccc(F)cc2)nn1	2	-2	-3	-6	1	-3	1	2	-12	6
C=C1C(=O)OC2CC3(C)OC3C3OC3C3=CC(OC3=O)C12 (stereo not drawn)	0	-11	2	7	6	0	6	6	2	8
OC[C@H]1O[C@@H](n2cnc3cc(Cl)c(Cl)cc32)[C@H](O)[C@@H]1O	9	-4	2	1	5	-6	0	-2	4	-7
